TcdB GH inh: TcdB glycohydrolase inhibition. P18177. TcdB glycohydrolase enzymatic assay, plate reader. inhibition, % at 9.99 µM. 350,000 compounds, 0.24% hits; in the data active means inhibition above about 10%
Yp Topo-I inh: inhibitors of Yersinia pestis topoisomerase I; Y. pestis Topo-I cleavage product accumulation, plate reader; 360,000 compounds, 0.064% hits; activity, % at 10 µM; in the data active means activity above about 50%, passing the limit was not always enough; inconclusive means no clear call, values can overlap the other calls; further: inactives centre near 2
BoNT F protease: BoNT F light chain protease inhibition; Multiplex microsphere protease cleavage assay, flow cytometry; inhibition, % at 10 µM; 360,000 compounds, 0.22% hits; AID 588497; in the data active means inhibition above about 35%, passing the limit was not always enough; inconclusive means no clear call, values can overlap the other calls; further: plate controls were buffer without enzyme for full effect and enzyme alone for no effect
CCHFV vOTU inh: CCHFV vOTU protease inhibition; Pep-AMC fluorescence; inhibition, % at 11.5 µM; 370,000 compounds, 0.55% hits; in the data active means inhibition above about 30%; further: 0% = vehicle wells with enzyme and 100% = no enzyme wells
PfHsp40 yeast: compounds rescuing yeast from Plasmodium falciparum HSP40 toxicity; AID 504582; S. cerevisiae expressing PfHsp40, growth rescue, ATP luminescence; 340,000 compounds, 0.68% hits; growth rescue, % at 12.5 µM; in the data active means growth rescue above about 28%, passing the limit was not always enough; inconclusive means no clear call, values can overlap the other calls;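 further: yeast W303a lacking pdr1 and pdr3 grown in galactose medium; growth measured after three days at 30 °C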
FadD28 binding: blocks FadD28 binding to the bisubstrate probe; fluorescence polarization; inhibition, % at 12.5 µM; 360,000 compounds, 0.22% hits; AID 588549; in the data active means inhibition above about 8.5%, passing the limit was not always enough; inconclusive means no clear call, values can overlap the other calls
BoNT-A LC inh2: BoNT A light chain protease inhibition; inhibition, % at 10 µM; multiplex microsphere protease substrate cleavage, flow cytometry; 360,000 compounds, 0.17% hits; AID 588499; further: plate controls were buffer without enzyme for full effect and enzyme alone for no effect
PrPC surface inh: cell surface PrPC inhibition, primary TR-FRET screen | P04156 | TR-FRET read-out | inhibition, % at 13.8 µM | 370,000 compounds, 0.43% hits; in the data active means inhibition above about 24%; further: 0% = median of the test wells and 100% = reference compound wells
Anthrax LF inh2: inhibitors of Bacillus anthracis lethal factor protease; multiplex microsphere protease cleavage assay, LF; P15917; inhibition, % at 10 µM; 360,000 compounds, 0.12% hits; further: plate controls were buffer without enzyme for full effect and enzyme alone for no effect
Target sequence (P15917 whole entry, looked up): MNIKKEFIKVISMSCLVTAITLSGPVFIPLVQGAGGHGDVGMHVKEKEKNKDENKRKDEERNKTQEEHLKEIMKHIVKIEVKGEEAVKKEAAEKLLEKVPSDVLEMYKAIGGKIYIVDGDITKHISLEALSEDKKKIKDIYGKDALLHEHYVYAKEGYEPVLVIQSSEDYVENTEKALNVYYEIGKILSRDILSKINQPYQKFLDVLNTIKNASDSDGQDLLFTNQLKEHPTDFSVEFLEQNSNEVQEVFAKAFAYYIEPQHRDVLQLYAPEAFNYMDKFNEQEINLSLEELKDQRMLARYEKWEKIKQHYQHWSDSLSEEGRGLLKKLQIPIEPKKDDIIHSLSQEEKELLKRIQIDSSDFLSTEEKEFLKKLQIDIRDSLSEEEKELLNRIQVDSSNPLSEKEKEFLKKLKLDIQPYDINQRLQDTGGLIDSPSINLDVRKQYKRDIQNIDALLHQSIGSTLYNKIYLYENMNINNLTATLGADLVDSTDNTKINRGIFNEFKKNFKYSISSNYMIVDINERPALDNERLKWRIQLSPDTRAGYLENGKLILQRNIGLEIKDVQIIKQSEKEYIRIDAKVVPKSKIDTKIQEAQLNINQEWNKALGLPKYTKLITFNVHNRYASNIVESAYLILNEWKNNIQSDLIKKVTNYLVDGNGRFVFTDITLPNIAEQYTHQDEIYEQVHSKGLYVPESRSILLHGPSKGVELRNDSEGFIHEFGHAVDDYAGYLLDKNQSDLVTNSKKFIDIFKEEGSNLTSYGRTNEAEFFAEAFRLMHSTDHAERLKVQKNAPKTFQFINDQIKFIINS
The depositor's hits bear a star; ? = inconclusive; . = not tested or not shown. Unless noted, no stated cut-off is given here; in the data, active means inhibition above about 30%; inconclusive means no clear call, values can overlap the other calls; inactive means below that. This is a random part of the collection, and some 2.3% of all compounds hit somewhere here.

SMILES | TcdB GH inh | Yp Topo-I inh | BoNT F protease | CCHFV vOTU inh | PfHsp40 yeast | FadD28 binding | BoNT-A LC inh2 | PrPC surface inh | Anthrax LF inh2
CCCc1nc2c(s1)CCc1onc(-c3cccc([N+](=O)[O-])c3)c1-2 | 0.9 | 1 | -11 | 9 | -1.8 | -2.5 | -0.6 | 0 | 4
COc1ccc(S(=O)(=O)N2CCCCC2)cc1NC(=O)C1CC1(Cl)Cl (stereo not given) | 0.3 | 8 | -2 | 16 | . | -2.5 | -0.3 | 7 | 4
O=C1N[C@@H](Cc2ccccc2)COC(=O)[C@H](Cc2ccc(F)cc2)C/C=C\C[C@@H]1CC(=O)N(CCO)Cc1ccccc1 | 0.2 | 21 | -10 | 1 | 2.5 | -5.2 | -0.1 | 0 | -8
COc1cc(CNC2CCC(C)C2)cc(OC)c1 (stereo not given) | . | 4 | 1 | -18 | 0.3 | -1.9 | -0.2 | 4 | 0
CCS(=O)(=O)N1CCC(NC(=O)c2cc(OC)cc(OC)c2)CC1 | -3.3 | -4 | 3 | -22 | 1.0 | -4.2 | -0.1 | -3 | -6
Cc1ccc(S(=O)(=O)NC2=NCN(C(C)C)CN2)cc1 | -1.5 | 2 | -10 | -5 | 0.5 | -1.3 | -2.1 | 8 | -7
CCOC(=O)C1CCN(C(=O)Nc2c(-c3ccccc3)noc2C)CC1 | -0.5 | -1 | 7 | -2 | 0.3 | -0.2 | 1.0 | 1 | 7
COC(=O)c1sc(N/N=C/c2ccc(C(C)C)cc2)nc1C | 1.6 | 4 | -28 | -2 | -0.3 | -0.9 | -2.4 | 0 | -3
Cc1cccc(NC(=O)Cn2c(O)c(N=NC(N)=S)c3ccccc32)c1 | 0.7 | 0 | -1 | 12 | -0.8 | 1.5 | -0.3 | -9 | 0
CCOc1ccc(CCNC(=O)C(C)n2nc(C)c3c(C)n(-c4ccccc4)nc3c2=O)cc1 (stereo not given) | 1.1 | 32 | -2 | 6 | 0.3 | -3.0 | -0.8 | -4 | -2
CC(C)N1CCN(c2ccc(OC[C@H]3CO[C@](Cn4cncn4)(c4ccc(Cl)cc4Cl)O3)cc2)CC1 | 0.2 | 11 | -8 | -4 | 222* | -0.2 | 0.1 | -20 | -6
CC(=O)Oc1ccc(/C=N/NC(=O)c2ccc(N(C)S(=O)(=O)c3ccccc3)cc2)cc1 | 0.6 | 5 | -24 | 7 | -0.1 | -3.0 | -6.6 | -1 | -9
CN(C(=O)COC(=O)c1cc(S(=O)(=O)N2CCOCC2)ccc1F)C1CCS(=O)(=O)C1 (stereo not given) | 2.8 | 0 | 3 | 6 | -0.4 | -4.2 | 1.7 | 2 | -2
O=C(COC(=O)Cn1nnc2ccccc21)Nc1ccccc1Br | -0.4 | 0 | -2 | 0 | 0.1 | -2.3 | -0.1 | 7 | 0
Cc1cccc(N2CC(C(=O)Nc3nccs3)CC2=O)c1C (stereo not given) | 1.6 | 4 | 1 | 5 | 0.4 | -0.9 | 0.8 | -11 | 0
COc1cc2c(cc1NC(=O)CCC(=O)O)oc1ccccc12 | 1.0 | 2 | -2 | -1 | -0.7 | -0.9 | -2.3 | 3 | 20
c1cnc2ccc(C(c3nnnn3C3CCCC3)N3CCSCC3)cc2c1 (stereo not given) | . | 10 | 4 | 3 | 0.3 | -4.5 | 0.9 | -2 | 4
O=c1[nH]c(/C=C/c2ccccc2F)nc2ccccc12 | 0.6 | 1 | ? | 8 | 0.9 | -1.5 | -2.4 | 6 | -12
Cc1nc(N)sc1C(=O)N1N=N1 | 0.4 | -3 | ? | 11 | -2.1 | -0.7 | -0.2 | -3 | -10
O=C(CN1CCOCC1)NCc1ccccc1 | 3.2 | 7 | 2 | . | 3.9 | 0.4 | 0.4 | . | -4
O=C(CSc1cccc(C(F)(F)F)c1)NC(=O)NCc1ccco1 | . | 9 | -4 | -3 | 0.4 | -3.3 | -0.2 | 0 | -3
O=C(/C=C/c1ccc(Cl)cc1Cl)Nc1cccc(S(=O)(=O)NC2=NCCC2)c1 | 2.4 | 11 | -4 | -6 | 1.6 | -21 | -0.5 | 8 | -5
O=C(COC(=O)c1ccc(O)cc1)Nc1ncc(Cl)cc1Cl | . | -4 | -2 | 0 | 0.2 | -1.8 | 1.0 | 0 | -2
COC(=O)c1cc(COC(=O)CNC(=O)c2ccc(Br)cc2)oc1C | 2.2 | 12 | -12 | -10 | -0.3 | -4.9 | -0.1 | -3 | -1
NS(=O)(=O)c1ccc(CCNC(=O)CC(c2ccccc2)c2ccccc2)cc1 | 1.8 | 0 | ? | -10 | 2.1 | -1.3 | -5.5 | 11 | -12
Cn1c(=O)c2c(nc(NCCCN3CCOCC3)n2Cc2ccc(Cl)cc2)n(C)c1=O | . | 7 | -8 | 15 | 0.9 | -1.5 | 2.0 | -2 | ?
CCc1nnc(SCC(=O)Nc2ccc(N3CCOCC3)cc2)n1C | 0.1 | -3 | -3 | 6 | 1.5 | -3.1 | -0.8 | 4 | -2
Cc1c(CC(=O)NCCCC(=O)O)c(=O)oc2cc3c(cc12)CCC(C)(C)O3 | 0.6 | 2 | -5 | -164 | -1.2 | -1.1 | -4.7 | 5 | -10
c1ccc(-c2nnc3sc(-c4csc5c4CCCC5)nn23)cc1 | . | 32 | 2 | -2 | 3.5 | -2.9 | -0.7 | 2 | -4
Cc1ccc(S(=O)(=O)N(C)c2ccc(OCC(=O)NCC3(N(C)C)CCCCC3)cc2)cc1 | 2.4 | 2 | -6 | 5 | -0.9 | -4.5 | -1.9 | -11 | 1
CC(=O)Nc1ccc(S(=O)(=O)N[C@@H](C)C(=O)Nc2ccc(N3CCOCC3)cc2)cc1 | . | -7 | 0 | 3 | -0.3 | -1.2 | 0.6 | -6 | 2
Cc1ccc(C(C)C)c(OCC(O)CN2CCN(CCO)CC2)c1 (stereo not given) | . | -18 | -2 | -4 | -1.4 | -1.3 | -0.4 | 2 | 2
O=S(=O)(CCc1ccncc1)c1ccc(Cl)cc1 | 1.0 | -9 | -9 | 17 | -0.3 | -1.6 | 1.1 | 7 | -16
CCCS(=O)(=O)N1CCCC(C(=O)c2cccc(Cl)c2)C1 (stereo not given) | -1.0 | -1 | 0 | -4 | 0.6 | -1.3 | -0.4 | -1 | -3
CC1(C(=O)NCCc2c[nH]c3ccccc23)CCN1Cc1csc2ccccc12 (stereo not given) | 0.0 | 4 | -4 | -12 | . | -3.2 | -0.3 | 4 | 4
CCOC(=O)NC(=O)c1cn(-c2ccc(OC)cc2)c(=O)[nH]c1=O | -2.4 | 4 | -39 | 0 | -0.2 | -2.9 | -9.2 | 3 | 15
Cc1ccc(NC(=O)C2(C)CCN2C2Cc3ccccc3C2)cc1 (stereo not given) | 1.2 | 28 | 0 | 3 | . | -1.8 | 0.4 | -4 | -6
COc1ccc(CCNC(=O)C2CC(=O)N(c3ccc(F)cc3)C2)cc1OC (stereo not given) | . | -4 | -5 | -6 | 0.9 | -3.6 | -0.5 | -3 | 1
Cc1ccc(C(=O)CCC(=O)OCC(=O)N2c3ccccc3NC(=O)C2(C)C)cc1 | -0.4 | 18 | 0 | 6 | -1.2 | -0.3 | -1.7 | -4 | -2
O=C(CCC1CCCCC1)Nc1ccc(S(=O)(=O)Nc2nccs2)cc1 | -0.5 | -1 | -7 | 10 | 1.0 | 2.9 | 0.0 | -3 | -11
O=C(COC(=O)c1cc[n+]([O-])cc1)Nc1cccc(Cl)c1Cl | 3.1 | 0 | 0 | 2 | 0.3 | -1.8 | -0.4 | -1 | 2
C[C@H](NC(=O)NCc1ccc(F)cc1)C(=O)O | . | -6 | -6 | -9 | -0.3 | -1.4 | -0.1 | -1 | 6
[N-]=[N+]=CC(=O)C(c1ccccc1)(c1ccccc1)c1ccccc1 | 0.1 | -4 | ? | -9 | 3.6 | -2.2 | -4.9 | -5 | 0
CN(CC(=O)Nc1ccccc1F)CC(=O)Nc1ccccc1Br | -0.1 | 10 | -4 | -18 | 0.3 | -1.9 | -0.3 | 3 | -1
Cn1c(CO)cnc1SCC(=O)c1ccc(F)cc1 | -0.8 | 7 | 24 | -3 | -0.4 | -0.6 | 2.4 | -4 | -10
Cc1ccccc1OCC(=O)NCCNC(=O)c1ccncc1 | -0.4 | -10 | 6 | 4 | 0.5 | -3.1 | 1.2 | 4 | 2
COc1cc(OC)c(OC)cc1/C=N/NC(=O)c1ccc2nc[nH]c2c1 | 1.6 | -7 | ? | -7 | -1.3 | -2.3 | ? | -6 | -16
CC(=O)NC1C(=O)N=C(SCc2ccccc2)NC1=O (stereo not given) | . | 0 | -1 | 0 | -1.3 | -3.1 | -1.6 | -3 | -7
O=C(Nc1ccccc1F)c1ccc(Br)o1 | 1.0 | -6 | 3 | 3 | -1.4 | -1.3 | 0.4 | 1 | -1
CCOc1ccc(NC(=S)NC(=O)/C=C/c2ccc(Br)cc2)c([N+](=O)[O-])c1 | 1.8 | -5 | -3 | -3 | -0.1 | -0.4 | 0.1 | 1 | 4
Clc1ccccc1NN(Cc1ccccn1)c1ccccc1Cl | 1.1 | 38 | -6 | -1 | . | -4.6 | 0.0 | 4 | -4
CCCOCCOC(=O)C1=C(C)NC(=O)NC1c1cc(Cl)c(O)c(OC)c1 (stereo not given) | 0.7 | 9 | -10 | -2 | -0.8 | 1.3 | -0.5 | -2 | -3
Cc1cc(C)n(CC(C)NCc2cn[nH]c2-c2cccc3ccccc23)n1 (stereo not given) | -11 | 2 | -2 | 8 | 0.3 | -0.8 | -0.4 | -1 | 1
COc1ccc(-c2nc(CS(=O)(=O)CC(=O)NCc3ccc4c(c3)OCO4)c(C)o2)cc1 | 1.4 | 5 | 6 | 14 | -0.2 | -0.9 | 0.7 | -1 | -2

In the list so far, these contain fluorine.
SMILES | TcdB GH inh | Yp Topo-I inh | BoNT F protease | CCHFV vOTU inh | PfHsp40 yeast | FadD28 binding | BoNT-A LC inh2 | PrPC surface inh | Anthrax LF inh2
O=C1N[C@@H](Cc2ccccc2)COC(=O)[C@H](Cc2ccc(F)cc2)C/C=C\C[C@@H]1CC(=O)N(CCO)Cc1ccccc1 | 0.2 | 21 | -10 | 1 | 2.5 | -5.2 | -0.1 | 0 | -8
CN(C(=O)COC(=O)c1cc(S(=O)(=O)N2CCOCC2)ccc1F)C1CCS(=O)(=O)C1 (stereo not given) | 2.8 | 0 | 3 | 6 | -0.4 | -4.2 | 1.7 | 2 | -2
O=c1[nH]c(/C=C/c2ccccc2F)nc2ccccc12 | 0.6 | 1 | ? | 8 | 0.9 | -1.5 | -2.4 | 6 | -12
O=C(CSc1cccc(C(F)(F)F)c1)NC(=O)NCc1ccco1 | . | 9 | -4 | -3 | 0.4 | -3.3 | -0.2 | 0 | -3
COc1ccc(CCNC(=O)C2CC(=O)N(c3ccc(F)cc3)C2)cc1OC (stereo not given) | . | -4 | -5 | -6 | 0.9 | -3.6 | -0.5 | -3 | 1
C[C@H](NC(=O)NCc1ccc(F)cc1)C(=O)O | . | -6 | -6 | -9 | -0.3 | -1.4 | -0.1 | -1 | 6
CN(CC(=O)Nc1ccccc1F)CC(=O)Nc1ccccc1Br | -0.1 | 10 | -4 | -18 | 0.3 | -1.9 | -0.3 | 3 | -1
Cn1c(CO)cnc1SCC(=O)c1ccc(F)cc1 | -0.8 | 7 | 24 | -3 | -0.4 | -0.6 | 2.4 | -4 | -10
O=C(Nc1ccccc1F)c1ccc(Br)o1 | 1.0 | -6 | 3 | 3 | -1.4 | -1.3 | 0.4 | 1 | -1

Compound activity from PubChem.
